Screening results deposited in PubChem BioAssay by National Center for Advancing Translational Sciences (NCATS).
TRHR enhancer – allosterically enhances the human TRH receptor; P34981; TRHR cells, fluo-8 calcium fluorescence, EC20 TRH enhancement; enhancement, % at 2 µM; actives 0.66% (n = 360,000); in the data active = enhancement above about 30%; also: 0% is about no effect
Target sequence (P34981 whole entry, looked up): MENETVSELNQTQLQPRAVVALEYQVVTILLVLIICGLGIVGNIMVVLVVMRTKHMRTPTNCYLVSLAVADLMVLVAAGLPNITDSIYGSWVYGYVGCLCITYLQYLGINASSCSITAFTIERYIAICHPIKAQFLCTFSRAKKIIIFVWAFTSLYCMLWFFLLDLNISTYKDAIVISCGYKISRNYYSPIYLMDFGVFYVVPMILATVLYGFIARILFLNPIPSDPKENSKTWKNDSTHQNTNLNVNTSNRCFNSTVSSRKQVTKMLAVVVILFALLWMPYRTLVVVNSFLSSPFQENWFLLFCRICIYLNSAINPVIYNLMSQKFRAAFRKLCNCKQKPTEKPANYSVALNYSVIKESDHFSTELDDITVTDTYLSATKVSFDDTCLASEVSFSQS
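TRHR-expressing cells loaded with fluo-8 calcium dye were read kinetically (ex 480/em 530) during compound addition, then stimulated with an EC20 of TRH (10 nM final). Enhancement of the Gq-mediated intracellular calcium response was scored.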
D2 potentiator – positive allosteric modulators of human D2 dopamine receptor. actives 0.34% (n = 340,000). P14416. potentiation, % at 10 µM. AID 485347. HEK293 T-REx D2, calcium flux, EC20 dopamine potentiation;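 active = potentiation over 3 SD above the plate norm, cut at about 30% in these data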; also: 0% is about no effect
Target sequence (P14416 whole entry, looked up): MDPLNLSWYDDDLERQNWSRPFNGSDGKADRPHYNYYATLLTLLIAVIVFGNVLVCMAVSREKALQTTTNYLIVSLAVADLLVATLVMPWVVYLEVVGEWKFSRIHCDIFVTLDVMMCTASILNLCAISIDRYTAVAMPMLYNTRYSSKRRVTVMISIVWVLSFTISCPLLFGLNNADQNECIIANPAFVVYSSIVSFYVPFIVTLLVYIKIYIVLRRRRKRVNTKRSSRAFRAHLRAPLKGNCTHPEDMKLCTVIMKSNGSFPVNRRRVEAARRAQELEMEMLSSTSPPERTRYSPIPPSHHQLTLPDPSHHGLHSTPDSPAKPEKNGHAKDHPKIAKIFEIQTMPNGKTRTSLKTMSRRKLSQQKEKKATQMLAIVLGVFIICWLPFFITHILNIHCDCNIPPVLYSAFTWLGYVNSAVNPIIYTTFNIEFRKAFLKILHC
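Potentiation of an EC20 dopamine calcium response measured kinetically over 180 s, after a preceding 180 s compound-only read flagging agonists. Cells: inducible Hek293 Trex D2 line, 4000/well, cultured overnight at 30 C before dye loading.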
RXFP1 antagonist – RXFP1 (human) relaxin receptor antagonism; HEK293-RXFP1, relaxin-stimulated cAMP HTRF, 30 min; active compounds read low; actives 0.59% (n = 350,000); activity change, negative = inhibition, % at 57.5 µM; Q9HBX9;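 active = activity change of -60% or lower, but not beyond a set lower limit; inconclusive = change between -60% and -40%, or beyond the set limit; inactive = change above -40%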; also: % is scaled to controls: 0 for no effect and ±100 for the full control effect
RXFP1 agonist – RXFP1 (human) receptor agonism | Q9HBX9 | HEK293T-RXFP1 cAMP TR-FRET, 30 min; response scale: percent of porcine relaxin response, buffer zero | Potency, µM (titrated, usually from 57.5 µM), for the others: at the top dose activation, most hits filed as activators | actives 0.3% (n = 370,000) | AID 2676; also: potency is read from the fitted curve at half-maximal effect; % is scaled to controls: 0 for no effect and ±100 for the full control effect; nearly all actives have a fitted effect of over 60% in size; many of its hits are not listed in these tables
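cAMP rise read by TR-FRET after 30 min, 37C compound exposure (up to 58 uM) in RXFP1-transfected HEK293 cells with Ro 20174 present. EC50 from Hill-equation fits, with 29 nM porcine relaxin as 100% and buffer as basal.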
Apoferritin bind – binds horse apoferritin like a general anesthetic. P02791. apoferritin/1-aminoanthracene competitive binding, fluorescence. Potency, µM (titrated, usually from 77.5 µM), without a hit: at the top dose activity change, negative = displacement, usual class: inhibitors. actives 0.074% (n = 350,000). AID 485281; also: potency is read from the fitted curve at half-maximal effect; % is scaled to controls: 0 for no effect and ±100 for the full control effect; nearly all actives have a fitted effect of over 20% in size
Target sequence (P02791 2-175 limits assumed): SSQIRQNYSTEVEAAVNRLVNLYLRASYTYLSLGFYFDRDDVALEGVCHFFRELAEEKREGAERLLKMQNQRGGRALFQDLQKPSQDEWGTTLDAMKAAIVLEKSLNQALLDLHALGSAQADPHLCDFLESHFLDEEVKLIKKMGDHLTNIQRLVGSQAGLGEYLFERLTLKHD
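Horse-spleen apoferritin (10 uM) was mixed with 50% saturated 1-aminoanthracene in PBS, exposed to compounds for 10 min at room temperature, and read for fluorescence (ex 380 nm, em 535 nm). Competitive displacement was fitted with a four-parameter Hill equation.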
D1 antagonist – blocks dopamine activation of the human D1 receptor; AID 504652; HEK293 TREx D1 cells, calcium flux, dopamine EC80; active compounds read low; actives 3.2% (n = 360,000); activity change, negative = inhibition, % at 10 µM; in the data active = activity change below about -30%; also: % is scaled to controls: 0 for no effect and ±100 for the full control effect
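Tetracycline-induced HEK293 T-REx cells with force-coupled D1 receptor were loaded with a no-wash calcium dye. Compound was added after a 10 s baseline and read kinetically for 180 s; EC80 dopamine was then added and calcium flux followed another 180 s.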
D1 PAM – enhances dopamine response at the human D1 receptor; HEK293 TREx D1 cells, calcium flux, dopamine EC20 potentiation; actives 0.036% (n = 360,000); potentiation, % at 10 µM; AID 504651; P21728; in the data active = potentiation above about 30%; also: 0% is about no effect
D1 ag – human D1 receptor agonism; HEK293 T-REx D1 cells, calcium flux, agonist mode; activation, % at 2 µM; actives 1% (n = 360,000); AID 504660; in the data active = activation above about 30%; also: 0% is about no effect
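Tetracycline-induced HEK293 TREx D1 cells, force-coupled to calcium signalling, were dye-loaded with a no-wash calcium kit. Compound was pin-added after a 10 s baseline. Fluorescence was read kinetically at 1 cycle/s for 180 s, with calcium rises flagged as agonism.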
TRHR ag – activates the human TRH receptor. TRHR cells, calcium flux fluo-8, FDSS agonist mode. activation, % at 2 µM. actives 0.18% (n = 360,000); in the data active = activation above about 30%; also: 0% is about no effect
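Read-out: compound-evoked intracellular calcium rise in TRHR cells, fluo-8 dye, kinetic FDSS fluorescence at 1 s/cycle following a 10-cycle baseline. Cells cultured overnight before dye loading (30 min–1.5 h, RT).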
The depositor's hits bear a star; ? = inconclusive; / = no result given; [ ] = dose if it differs, or a comment. Unless noted, calls follow the shape of the dose curve; as a rule, active = well fitted curve in the direction sought with a large enough effect; inconclusive = small, poorly fitted or top-dose-only effect, or another doubt; inactive = no such curve, though single readings can be large; an effect the other way counts as inactive or inconclusive.

#	TRHR enhancer	D2 potentiator	RXFP1 antagonist	RXFP1 agonist	Apoferritin bind	D1 antagonist	D1 PAM	D1 ag	TRHR ag	SMILES
1	-7.2	-0.5	-15.7	8.6%	-15.9%	0.6	-2.5	3.2	1.7	O=C(Cn1nnc(-c2ccccc2NC(=O)c2ccccc2F)n1)NCc1ccco1
2	-2.4	-2.7	-30.1	1.6%	40.6%[activator]	9.2	-0.7	2.6	0.2	Cc1ccc(NC(=O)N2CCc3c(sc4c3CCCC4)C2c2ccccc2)cc1F (stereo not drawn)
3	0.2	-7.3	6.8	4.0%	-8.8%	-9.0	-4.8	0.5	-3.1	Cc1sc2nc(SCC(=O)NCc3ccco3)n(C)c(=O)c2c1C
4	-0.2	-4.9	-20.2	1.2%	?	-10.4	-11.6	1.6	-0.1	CC(C)(C)SCCNS(=O)(=O)c1ccc(F)cc1
5	22.1	-5.4	2.5	6.8%	-6.8%	-15.5	-8.3	3.4	0.6	Cc1cccc(C)c1NC(=O)NCc1ccco1
6	0.5	2.6	-1.7	-1.5%	-2.6%	-6.2	5.0	3.0	0.5	CC(=O)Nc1ccc(OCc2ccc(S(=O)(=O)Cc3ccccc3)cc2)cc1
7	-20.6	-2.3	3.0	-0.1%	-5.1%	-0.8	0.0	0.2	-0.6	CC1CC(C)CN(C(=O)C2CCN(S(=O)(=O)c3cccc4cccnc34)CC2)C1 (stereo not drawn)
8	-5.5	-0.4	3.3	-0.8%	-17.1%	-12.4	0.2	4.6	-1.2	O=[N+]([O-])c1cc(Cl)ccc1NCCNS(=O)(=O)c1ccccc1
9	1.6	-0.3	5.9	1.1%	-10.0%	-12.0	-5.1	2.8	0.4	COc1ccc(-c2cc(C(F)(F)F)nc(SCc3cccc(C(=O)O)c3)n2)cc1
10	-4.8	-0.5	-4.8	-1.4%	-3.9%	-6.4	-5.2	0.4	0.2	Cc1c(-c2cccs2)[n+](=O)c2c(n1[O-])CCC2

Grouped by structure: the entries above containing two or more sulfur atoms.
#	TRHR enhancer	D2 potentiator	RXFP1 antagonist	RXFP1 agonist	Apoferritin bind	D1 antagonist	D1 PAM	D1 ag	TRHR ag	SMILES
3	0.2	-7.3	6.8	4.0%	-8.8%	-9.0	-4.8	0.5	-3.1	Cc1sc2nc(SCC(=O)NCc3ccco3)n(C)c(=O)c2c1C
4	-0.2	-4.9	-20.2	1.2%	?	-10.4	-11.6	1.6	-0.1	CC(C)(C)SCCNS(=O)(=O)c1ccc(F)cc1

Carrying on:
#	TRHR enhancer	D2 potentiator	RXFP1 antagonist	RXFP1 agonist	Apoferritin bind	D1 antagonist	D1 PAM	D1 ag	TRHR ag	SMILES
11	0.4	-13.3	-0.9	-0.1%	-11.8%	-0.3	-0.9	1.6	0.1	CC(C)OC(=O)c1nnc(Cc2ccc(F)cc2)o1
12	1.6	-8.7	3.0	2.3%	-6.9%	2.1	1.4	1.7	0.8	O=C(O)C1C2C=CC(O2)C1C(=O)NCCc1cccc(Cl)c1 (stereo not drawn)
13	0.0	/	-0.5	1.2%	-0.7%	26.9	-11.9	0.2	-0.1	CN(C)S(=O)(=O)c1ccc(C(=O)Nc2ccn(C)n2)cc1
14	12.5	13.0	-9.9	1.4%	-12.8%	-5.0	0.6	5.3	-0.6	O=C(Nc1cccnc1)c1ccc(S(=O)(=O)c2ccccc2)cc1
15	-0.4	-12.0	-3.7	0.5%	-5.6%	-14.0	-4.0	0.8	0.6	CSc1nccn1CC(=O)Nc1ccc(F)cc1
16	0.9	8.2	/	0.1%	52.5%[activator]	-1.3	-0.4	0.3	-0.5	COc1ccc(Cl)cc1NC(=O)N(C)CCc1c(C)nn(C)c1C
17	-1.8	-2.2	1.3	0.0%	-2.4%	-0.9	2.5	3.2	-0.1	COc1cc(NC(=O)c2cccnc2SC)cc(OC)c1
18	4.5	-5.3	1.1	14.8%	-2.9%	0.6	-9.4	6.0	0.5	CCOc1cc(C(=O)Nc2nnc(S(=O)(=O)N3CCOCC3)s2)cc(OCC)c1OCC
19	3.1	4.8	-11.1	0.3%	/	51.7	-3.5	7.5	-0.4	Cc1ccc(C(C)C)c(OCC(=O)OCC(=O)NC2CCS(=O)(=O)C2)c1 (stereo not drawn)
20	11.5	24.6	-1.0	3.0%	?	-40.5*	-12.2	17.9	-0.6	CCOC(=O)CCc1c(C)c2ccc(OC(C)C(=O)OCC)c(C)c2oc1=O (stereo not drawn)
21	-8.2	/	-2.6	1.7%	1.4%	2.2	-3.0	0.8	-0.6	COc1ccc(S(=O)(=O)N2CCN(C)CC2)cc1NC(=O)c1ccccc1C
22	5.3	-13.6	8.1	1.1%	-11.1%	0.7	-4.3	-0.7	0.0	O=C(CSc1cc(Cl)ccc1Cl)NCC(=O)Nc1ccc(F)c(F)c1F
23	9.3	-1.6	-4.9	1.4%	-11.3%	-0.7	1.1	2.4	0.0	CN1CCN(c2ccccc2NC(=O)Cc2ccc(Cl)cc2)CC1
24	7.9	5.9	-9.5	5.6%	-3.3%	-14.8	-6.0	6.4	0.6	CC(C)Cn1c(-c2ccccc2F)n[nH]c1=S
25	-3.6	-10.1	-12.9	1.0%	-0.6%	-5.5	-4.0	7.6	0.2	CCn1cc(/C=N\NC(=O)C2(C)CC2(Cl)Cl)c(C)n1 (stereo not drawn)
26	-5.1	-4.5	-9.0	-4.7%	?	-15.5	-2.3	6.6	1.6	CCCC(C(=O)Nc1nccs1)c1ccccc1 (stereo not drawn)
27	5.5	4.4	-4.7	-0.2%	4.8%	-4.7	-2.2	1.6	0.5	COc1ccc(C2C(C(=O)N3CCN(c4ccccc4)CC3)c3ccccc3C(=O)N2C)cc1OC (stereo not drawn)
28	3.5	12.0	/	0.0%	1.9%	3.1	-2.7	0.7	-1.0	O=C(COc1ccccc1-c1nnc(-c2ccccc2)o1)Nc1ccc(Br)cc1F
29	-2.8	5.7	-4.8	2.4%	-3.6%	-3.1	2.9	1.6	0.0	CCOCCCNC(=O)C(NC(=O)c1ccc2c(c1)OCO2)c1ccccc1 (stereo not drawn)
30	-5.8	-4.3	/	4.5%	59.5%[activator]	6.8	-2.4	9.5	1.7	CCC(C)n1c(=N)c(C(=O)NCc2ccco2)cc2c(=O)n3cc(C)ccc3nc21 (stereo not drawn)
31	1.8	-1.3	8.9	-0.8%	-11.4%	4.2	4.4	-0.7	0.2	CC(C)CCNC(=O)c1cc([N+](=O)[O-])ccc1N1CCOCC1
32	2.5	-0.9	-3.5	1.5%	5.5%	1.8	-6.8	4.0	0.0	O=C(OCC(=O)N1CCCC1=O)C1CCN(S(=O)(=O)c2c(Cl)cccc2Cl)CC1
33	-5.9	-7.6	8.6	0.2%	-23.9%	-8.6	0.9	0.7	-0.2	O=C(CSc1nnc(-c2cccnc2)n1-c1ccccc1)N1CCN(c2ccc(F)cc2)CC1
34	7.6	-3.4	-4.2	0.2%	-18.9%	-4.6	-4.8	-1.2	-0.8	CCCS(=O)(=O)N1CCC(C(=O)NCCCN2CCC(Cc3ccccc3)CC2)CC1
35	3.1	-7.4	-12.7	0.6%	-14.7%	-7.5	7.2	4.1	-1.2	CCc1cc(C(=O)c2ccccc2)c(N)s1
36	-1.7	7.1	2.2	0.9%	-9.2%	-6.5	-2.5	1.3	-0.1	COc1ccc(-c2nc(SCc3ccccc3)n(C(=O)c3ccco3)n2)cc1
37	8.8	-7.9	-2.5	1.7%	-6.1%	5.2	2.4	4.6	2.0	Cc1ccccc1N=C1c2ccccc2C(=O)C1[N+](=O)[O-] (stereo not drawn)
38	7.8	2.4	4.9	4.8%	-10.0%	5.9	6.2	0.4	0.3	Cc1cc(C(F)F)n2nc(C(=O)O)nc2n1
39	-2.8	0.8	2.1	5.9%	-15.2%	-0.9	-8.9	-0.1	-0.1	O=C(c1ccc(-c2nc3ccccc3s2)s1)N1CCOCC1
40	0.9	6.2	5.2	0.1%	-19.3%	-13.5	-16.3	2.0	-1.1	O=C(c1ccc(F)cc1F)N1CCCC(c2nc(-c3ccc(F)cc3)no2)C1 (stereo not drawn)
41	2.3	9.9	-6.3	1.7%	95.8%[activator]	-19.1	-0.8	68.0*	-0.1	O=C(CCSCc1ccccc1Cl)NCc1ccc(F)cc1Cl
42	-13.5	6.2	/	1.7%	/	/	-1.2	-0.8	-0.9	CCN(CC)C(=O)OCc1c(-c2cccc(OC)c2)ncc2ccccc12
43	-11.0	8.3	?	-0.7%	4.4%	-10.6	-0.4	1.3	0.1	S=c1[nH]nc(COc2cccc3ccccc23)n1Cc1ccccc1
44	-0.2	-4.6	-0.2	-1.0%	-3.0%	3.4	-1.1	3.2	-0.3	COc1cc(C#N)c(NC(=O)CN2CCN(CCO)CC2)cc1OC
45	0.9	3.6	2.1	-0.5%	-12.0%	-2.6	-2.0	1.9	0.1	O=C(Cn1nc(-c2ccccc2)nc(Cc2ccccc2)c1=O)Nc1ccccc1
46	8.2	-10.6	-1.4	-0.4%	7.9%	-1.1	7.0	0.3	-0.1	Cc1c(OC(C(=O)O)c2ccccc2)ccc2c3c(c(=O)oc12)CCC3 (stereo not drawn)
47	5.1	8.9	-19.0	-0.8%	99.5%[activator]	13.0	2.0	-0.9	0.6	O=C(CSc1nc2ccccc2o1)c1cc2ccccc2oc1=O
48	-0.4	-14.1	12.3	-0.8%	-1.8%	-7.0	-3.4	1.2	0.7	Cc1ccc(NC(=O)C2CCC(CNS(=O)(=O)c3ccc4c(c3)C(C)(C)C(=O)N4C)CC2)cc1 (stereo not drawn)

Not all compounds are listed; count on the stated rates, not on these rows.
